Source: PubChem
MrgX1 PAM: human MrgX1 positive allosteric modulation, primary screen | AID 588675 | MrgX1-HEK293, Fluo-4 calcium flux, FDSS; active compounds read high | Q96LB2 | hit rate 0.63% among 310,000 | B-score at 10 µM;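 active = plate-corrected calcium response at least 3 library SD above typical, normal starting fluorescence, not activating the receptor alone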;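 note: compound read alongside a low EC10 to EC30 dose of BAM8-22 agonist; peak minus trough fluorescence over baseline measured at the second addition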
TRPC6 inhibitor: inhibitors of mouse TRPC6 channel; AID 2553; B-score at 10 µM; hit rate 1.1% among 310,000; Q61143; HEK293-TRPC6, membrane potential dye, ACh-evoked depolarization; active compounds read low;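 active = B-score under library mean minus 3 SD, initial fluorescence not abnormally high, positive integrated signal ratio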;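 note: B-score derived from integrated fluorescence ratio over the kinetic read; more negative B-score means stronger inhibition of depolarization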
Target sequence (Q61143 whole entry, looked up): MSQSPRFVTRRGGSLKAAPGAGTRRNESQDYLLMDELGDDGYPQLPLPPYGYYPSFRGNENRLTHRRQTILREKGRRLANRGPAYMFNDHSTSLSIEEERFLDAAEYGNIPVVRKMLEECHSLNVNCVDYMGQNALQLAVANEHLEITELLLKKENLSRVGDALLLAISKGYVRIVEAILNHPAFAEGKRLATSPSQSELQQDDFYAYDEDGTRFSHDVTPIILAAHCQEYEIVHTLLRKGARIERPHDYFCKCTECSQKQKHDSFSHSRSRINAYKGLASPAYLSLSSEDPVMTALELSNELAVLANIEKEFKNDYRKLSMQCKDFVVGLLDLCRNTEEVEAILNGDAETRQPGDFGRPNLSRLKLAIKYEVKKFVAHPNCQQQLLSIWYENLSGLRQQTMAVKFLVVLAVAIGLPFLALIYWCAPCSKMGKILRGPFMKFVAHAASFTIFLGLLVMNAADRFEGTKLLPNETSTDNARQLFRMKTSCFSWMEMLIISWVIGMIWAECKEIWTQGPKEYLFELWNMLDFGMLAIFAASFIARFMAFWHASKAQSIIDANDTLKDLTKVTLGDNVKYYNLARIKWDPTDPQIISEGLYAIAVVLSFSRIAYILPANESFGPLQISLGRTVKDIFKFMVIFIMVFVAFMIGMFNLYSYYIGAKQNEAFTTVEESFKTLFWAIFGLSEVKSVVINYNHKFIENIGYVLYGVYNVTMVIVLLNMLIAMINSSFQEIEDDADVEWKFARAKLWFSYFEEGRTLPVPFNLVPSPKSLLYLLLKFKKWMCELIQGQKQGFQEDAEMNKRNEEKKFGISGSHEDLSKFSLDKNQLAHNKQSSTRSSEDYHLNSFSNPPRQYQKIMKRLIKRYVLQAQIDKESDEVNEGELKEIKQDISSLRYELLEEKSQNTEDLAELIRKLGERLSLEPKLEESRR
MrgX1 antag: antagonists of human MrgX1 receptor. Q96LB2. B-score at 10 µM. MRGX1-HEK293 calcium flux, Fluo-4, BAM8-22 antagonism; active compounds read low. hit rate 1.3% among 310,000;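 active = calcium-response B-score plate-corrected more than 3 library SD below zero, starting fluorescence within 5 deviations, no agonist response on first addition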;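 note: peak minus trough fluorescence over baseline after final BAM8-22 challenge near maximal dose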
TRPC6 activator: mouse TRPC6 channel activation; hit rate 0.13% among 310,000; B-score at 10 µM; HEK293-TRPC6 membrane potential dye fluorescence; active compounds read high;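 active = B-score of the integrated fluorescence ratio above library mean plus 3 SD, and starting fluorescence ratio within library mean plus 5 SD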;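 note: higher score means more depolarization so channel activation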
TRPC4 inh: inhibitors of mouse TRPC4 channel; Q9QUQ5; HEK293 TRPC4beta/mu-opioid, DAMGO-evoked Fluo4 calcium flux; active compounds read low; B-score at 10 µM; hit rate 0.39% among 300,000; AID 2247;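 active = B-score over 3 SD under the library average, no early fluorescence shift, positive overall ratio signal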
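test system = HEK293 cells with stable TRPC4beta plus mu-opioid receptor expression | detection = Fluo4 Ca2+ flux fluorescence | read-out = integrated fluorescence ratio relative to baseline, converted to per-well B score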
PolyA inh: yeast polyadenylation inhibition; S. cerevisiae SKY197-pL101 polyadenylation reporter, beta-gal luminescence; efflux-impaired pdr1/pdr3 knockout yeast; score 100 = 6 SD above DMSO; calls only at 12 µM; hit rate 0.02% among 300,000; AID 1875;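 active = lowest replicate activity score at least 50, where 100 means six control SD above control mean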;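 note: yeast exposed to compound for 9 h at 30 °C; higher score means more reporter readthrough which indicates perturbed polyadenylation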
MrgX1 ag: activates human MrgX1 receptor signaling; Q96LB2; MrgX1-HEK293 cells, Fluo-4 calcium fluorescence, agonist mode; active compounds read high; B-score at 10 µM; hit rate 0.44% among 310,000; AID 588627;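 active = calcium response B-score plate-corrected fluorescence ratio at least 3 library SD, with starting fluorescence B-score inside 5 SD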
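Test system: HEK293 cells stably expressing human MrgX1 receptor; Input: fifteen thousand cells per well; Dosing: compound delivered in addition one of three; Schedule: overnight seeding, then 1 h dark dye loading; Technique: Fluo-4 NW calcium fluorescence; Measure: B-scored fluorescence response ratio; Controls: positive and negative controls per plate.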
AI-2 QS mod: modulators of Vibrio harveyi AI-2 quorum sensing system. Vibrio harveyi JMH597 AI-2 luminescence/OD600 ratio, 9 h; active compounds read low; strain lacks LuxN and CqsS sensors; 0 = neutral-control median. activity change, % at 7.5 µM. hit rate 0.4% among 300,000; in the data active = activity change below about -75%, passing the limit was not always enough;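 note: luminescence divided by OD600 gain over 9 h not by final OD600 alone; inactives centre near 13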
TRPC4 potent: TRPC4 (mouse) allosteric potentiation; HEK293 TRPC4beta/mu-opioid, DAMGO EC20, Fluo-4 Ca2+ flux; active compounds read high; B-score at 10 µM; hit rate 0.42% among 310,000;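 active = B-score of calcium response area above 5 SD of library B-scores, with initial fluorescence ratio within 5 SD of library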;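 note: B-score of integrated fluorescence ratio over time as area under calcium response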
TRPC4 act: TRPC4 (mouse) channel activation; Q9QUQ5; HEK293 TRPC4beta/mu-opioid, Fluo4 calcium fluorescence; active compounds read high; B-score at 10 µM; hit rate 0.49% among 310,000; AID 2237;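 active = B-score above 5 SD of library B-scores, and initial fluorescence ratio not above library mean plus 5 SD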;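 note: positive B-score marks a calcium rise read as TRPC4 activation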
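system = HEK293 cells stably co-expressing mouse TRPC4beta and mu-opioid receptor | schedule = Fluo4 dye loading 45 min at room temperature, 110 s recording | measure = B-scored integrated calcium fluorescence ratio | signal = Fluo4 calcium-sensitive dye fluorescence, kinetic, 1 Hz baseline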
HIF act: HIF pathway transcriptional activation; U2OS HRE-luciferase reporter, luminescence; normalized: DMSO 0%, desferrioxamine 100%; activation, % at 7.5 µM (by protocol); hit rate 0.32% among 300,000;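 active = mean activation of at least 10% of the iron chelator positive control signal, with at least half of replicates also reaching 10%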
* hit, by the source's call; i = inactive; / = no result given. A portion of the library, so the mix of outcomes need not match the whole.

structure,MrgX1 PAM,TRPC6 inhibitor,MrgX1 antag,TRPC6 activator,TRPC4 inh,PolyA inh,MrgX1 ag,AI-2 QS mod,TRPC4 potent,TRPC4 act,HIF act
COc1ccc(OC)c(NC(=O)c2cc(S(=O)(=O)N3CCCCC3)c[nH]2)c1,i,i,i,i,i,i,i,14.8,i,i,-0.3
CC(=O)c1c(O)c2ccccc2n(C2CCCCC2)c1=O,i,i,i,i,i,i,i,27.6,i,i,-0.7
O=S(=O)(NN=C1CCCCCC1)c1ccccc1,i,i,i,i,i,i,i,-3.6,i,i,0.1
Nc1cc(=O)[nH]c2nnc(SCC(=O)Nc3cccc4ccccc34)n12,i,i,i,i,i,i,i,6.7,i,i,-0.4
CC(C)c1cc(C(=O)N2CCCC(N3CCN(c4ccc(F)cc4)CC3)C2)n(C)n1 (stereo not drawn),/,i,/,i,i,i,/,14.4,i,i,-1.3
COc1ccc(/C=C/C(=O)NCc2ccc3c(c2)OCO3)cc1OC,i,i,i,i,i,i,i,-5.7,i,i,-0.1
COc1cc(OC)cc(-c2nnc(SCC(=O)NCc3cccs3)o2)c1,i,i,i,i,i,i,i,6.1,i,i,0.3
On1nnc2ccccc21,i,i,i,i,i,i,i,5.5,i,i,-0.2
COc1ccccc1OC(C)C(=O)N1CCN(Cc2ccc3c(c2)OCO3)CC1 (stereo not drawn),i,i,i,i,i,i,i,/,i,i,0.5
COc1ccc(CN2CCC(C(=O)N3CCN(c4ccccc4F)CC3)CC2)cc1OC,i,i,i,i,i,i,i,3.6,i,i,0.1
Cn1c(SC2CCCCC2=O)nnc1-c1ccncc1 (stereo not drawn),i,i,i,i,i,i,i,-7.2,i,i,-0.6
CCNC(=S)N(CCc1c(C)[nH]c2ccc(OC)cc12)Cc1cccnc1,i,i,i,i,i,i,i,12.0,i,i,-0.9
C#CCN(C(=O)c1ccc(OC)c(OC2CCN(C(C)C)CC2)c1)C1CCCCC1,i,i,i,i,i,i,i,15.2,i,i,0.2
Cc1ccccc1NC(=O)COc1ccc(Br)cc1CNCCCO,i,i,i,i,i,i,i,5.6,i,i,-0.3
CN1C(=O)NC(c2ccc(O)cc2)C2=C1CN(c1ccccc1)C2=O (stereo not drawn),i,i,i,i,i,i,i,15.0,i,i,0.3
Cc1nc2ncnn2c(C)c1CCC(=O)Oc1ccccc1,i,i,i,i,i,i,i,19.2,i,i,0.0
Cc1ccc2nc(Nc3nc(CSc4nnc(C)s4)cc(=O)[nH]3)nc(C)c2c1,i,i,i,i,/,i,i,-5.5,i,i,0.5
CCOc1ccccc1N1CCN(Cc2cccc(OC)c2OC)CC1,i,i,i,i,i,i,i,12.6,i,i,0.3
CN(C)S(=O)(=O)c1ccc(C(=O)N(c2ccccn2)c2ccccn2)cc1,i,i,i,i,i,i,i,18.1,i,i,-1.1
CC(C)C(CO)N1CCN(Cc2ccccc2)CCC1=O (stereo not drawn),i,i,i,i,i,i,i,3.1,i,i,-0.6
Cc1ccc(C2N(c3ccc(Cl)cc3)C(=O)N3CCCN23)cc1 (stereo not drawn),i,i,i,i,i,i,i,11.7,i,i,0.1
O=C(c1ccco1)N1CCN(C(=O)c2cnn(-c3ccc(Cl)cc3)c2C2CCNCC2)CC1,i,i,i,i,i,i,i,11.0,i,i,-0.4
Cc1ccc(C(=O)Nc2cccc(C(=O)NCc3ccccc3)c2)o1,i,i,i,i,i,i,i,7.4,i,i,-0.2
CCOC(=O)C1=C(C)N=C2c3ccccc3C(=O)C2C1c1ccc(Cl)cc1 (stereo not drawn),i,i,i,i,i,i,i,33.2,i,i,-0.7
CCNC(=O)C1CC(=O)N(Cc2ccc(F)cc2)C(=Nc2ccc(OC)cc2)S1 (stereo not drawn),i,i,i,i,i,i,i,2.8,i,i,0.0
CCC(c1nnc(SCC(=O)Nc2nnc(-c3ccccc3)o2)o1)N(C)C (stereo not drawn),i,i,i,i,i,i,i,11.8,i,i,0.0
N/C(=N/O)c1nc(N2CCCCC2)nc(N2CCCCC2)n1,i,i,i,i,i,i,i,9.5,i,i,0.0
Nc1nc(-c2cccc(NS(=O)(=O)c3ccccc3)c2)cs1,i,i,i,i,i,i,i,-19.1,i,i,-0.5
CC(=O)c1ccc(NC(=O)C2=CC(c3ccc4c(c3)OCO4)=NS(=O)(=O)N2C)cc1,i,i,i,i,i,i,i,-5.2,i,i,-0.8
C(#CCN1CCOCC1)COCCOC(c1ccccc1)c1ccccc1,i,i,i,i,i,i,i,-1.4,i,i,0.1

Other compounds follow.
structure,MrgX1 PAM,TRPC6 inhibitor,MrgX1 antag,TRPC6 activator,TRPC4 inh,PolyA inh,MrgX1 ag,AI-2 QS mod,TRPC4 potent,TRPC4 act,HIF act
Cc1ccc(NC(=S)N(CCCN2CCCC2)Cc2cccn2Cc2ccc(Cl)cc2)cc1,i,-5.03*,i,i,i,i,i,21.6,i,i,-0.1
O=C(Nc1c(C(=O)N2CCOCC2)cnn1-c1ccccc1)c1cccc(F)c1,i,i,i,i,i,i,i,7.3,i,i,0.1
N#Cc1c(NC(=S)NC(=O)Cc2cccs2)sc2c1CCCCC2,i,i,i,i,i,i,i,9.0,i,i,1.0
O=S(=O)(c1ccccc1)N1CCn2c(nc3ccccc32)C1,i,i,i,i,i,i,i,10.0,i,i,0.5
CCO[C@H]1OC(C(=O)N2CCN(C)CC2)=C[C@@H](C)[C@@H]1CCCO,i,i,i,i,i,i,i,18.1,i,i,-0.2
NS(=O)(=O)c1ccc(NNC(=O)c2sccc2Cl)cc1,i,i,i,i,i,i,i,-1.1,i,i,-0.7
O=C(O)CCCC(=O)NCCCc1ccccc1,i,i,i,i,i,i,i,5.5,i,i,-0.3
CCCC(=O)Nc1ccc(C(=O)n2ccc(C)n2)cc1,i,i,i,i,i,i,i,9.1,i,i,-0.5
COCc1cc(=O)n2[nH]c(C)nc2n1,i,i,i,i,i,i,i,26.7,i,i,-0.2
C#CCOCCOCCOCCNc1nc(N2CCN(C(=O)C([C@@H](C)CC)n3cc(C(N)CC(C)C)nn3)CC2)nc(N2CCN(C(=O)[C@H](CCC(=O)O)n3cc(C(N)[C@H](C)CC)nn3)CC2)n1 (stereo partly drawn),i,i,i,i,i,i,i,15.9,i,i,-7.5
COc1ccccc1NC(=O)c1ccc2c(c1)OCO2,i,i,i,i,i,i,i,/,i,i,1.7
O=C(CCNC(=O)c1ccccc1)NCC1CCCCC1,i,i,i,i,i,i,i,30.7,i,i,-0.2
CC(Nc1cc(N2CCN(C(=O)C(C)(C)C)CC2)ccc1[N+](=O)[O-])c1ccccc1 (stereo not drawn),i,i,i,i,i,i,i,35.7,i,i,-0.7
O=C(c1cc(-c2ccc(Cl)cc2)n[nH]1)N1CCc2ccccc2C1,i,i,i,i,i,i,i,21.4,i,i,/
NC(=O)CSC1=Nc2ccccc2C2=NC(CC(=O)NCc3cccs3)C(=O)N12 (stereo not drawn),i,i,i,i,i,i,i,19.3,i,i,0.7
Cc1cc(SCC(=O)Nc2cccc(S(=O)(=O)NC3=NCCCCC3)c2)nc2ccccc12,i,i,i,i,i,i,i,11.9,i,i,-0.4
COc1ccc(NC(=O)CN(C)S(=O)(=O)c2ccc3c(c2)CCC(=O)N3)c(OC)c1,i,i,i,i,i,i,i,3.5,i,i,-0.1
Cc1ccc(S(=O)(=O)CC(O)COc2ccccc2C#N)cc1 (stereo not drawn),i,i,i,i,i,i,i,3.6,i,i,-0.6
N#Cc1nc(Cc2ccccc2)oc1NCc1ccccc1Cl,i,i,i,i,i,i,i,1.1,i,i,0.0
CC(=O)c1ccc(N2CCN(S(=O)(=O)c3cccc4nonc34)CC2)cc1,i,i,i,i,i,i,i,13.7,i,i,0.7
COc1ccc(NS(=O)(=O)c2cccc(NC(=O)COc3ccc(OC)cc3)c2)cc1,i,i,i,i,i,i,i,-83.3*,i,i,-0.4
CCOC(=O)c1cc(C(=O)OCC)c(=O)[nH]c1N1CCCC1,i,i,i,i,i,i,i,25.4,i,i,-0.2
Cc1ccc(O)c(NC(=O)c2ccccc2-c2ccccc2C(=O)O)c1,i,i,i,i,i,i,i,21.9,i,i,-1.3
O=c1c2cnn(-c3ccccc3)c2ncn1Cc1ccccc1,i,i,i,i,i,i,i,-0.6,i,i,0.6
Cc1ccc(CNC(=O)c2ccc(N3CCC4(CC3)CC(c3cccc(Br)c3)=NO4)c([N+](=O)[O-])c2)cc1,i,i,i,i,i,i,i,11.4,i,i,-0.6
Cc1nnc(SCCC(=O)Nc2ccc(Cl)cc2)o1,i,i,i,i,i,i,i,32.4,i,i,-0.5
COC(=O)C1=C(CCc2ccccc2)NC(=O)NC1c1ccc(C#N)cc1 (stereo not drawn),i,i,i,i,i,i,i,14.1,i,i,0.0
CCn1c(=O)n(CC(=O)NCC2CCCO2)c(=O)c2c3c(sc21)CCCC3 (stereo not drawn),i,i,i,i,i,i,i,11.5,i,i,-0.3
Cc1nccc(-c2cccc(NC(=O)Nc3ccc(Cl)cc3)c2)n1,i,i,i,i,i,i,i,-7.3,i,i,0.2
Cc1ccc(-c2noc(=O)n2CC(=O)c2ccc(Cl)cc2)cc1,i,i,i,i,i,i,i,27.4,i,i,0.4

The list continues:
structure,MrgX1 PAM,TRPC6 inhibitor,MrgX1 antag,TRPC6 activator,TRPC4 inh,PolyA inh,MrgX1 ag,AI-2 QS mod,TRPC4 potent,TRPC4 act,HIF act
Cc1ccc(Cl)cc1NC(=O)N[C@@H](CC(C)C)C(=O)O,i,i,i,i,i,i,i,14.0,i,i,-0.4
Cc1ccc2nc(SCC(=O)c3ccc(Cl)s3)[nH]c2c1,i,i,i,i,i,i,i,-24.1,i,i,1.6
Cc1noc(C)c1C(=O)NCCc1ccc(Cl)cc1,i,i,i,i,i,i,i,11.6,i,i,-0.1
C=CCNC(=S)Nc1ccc2nc(C)oc2c1,i,i,i,i,i,i,i,5.7,i,i,-0.1
Cc1cc(C)c(-c2csc(NC(=O)C3=COCCO3)n2)c(C)c1,i,i,i,i,i,i,i,-7.4,i,i,0.1
